D3 ag = activates the human D3 dopamine receptor; P35462; D3R DiscoveRx beta-arrestin cells, luminescence, 90 min; max activation, %; hit rate 0.58% among 410,000; in the data active = max activation above about 30%; also: 0% is about no effect; mostly tested at two doses, the higher about 12 µM
Target sequence (P35462 whole entry, looked up): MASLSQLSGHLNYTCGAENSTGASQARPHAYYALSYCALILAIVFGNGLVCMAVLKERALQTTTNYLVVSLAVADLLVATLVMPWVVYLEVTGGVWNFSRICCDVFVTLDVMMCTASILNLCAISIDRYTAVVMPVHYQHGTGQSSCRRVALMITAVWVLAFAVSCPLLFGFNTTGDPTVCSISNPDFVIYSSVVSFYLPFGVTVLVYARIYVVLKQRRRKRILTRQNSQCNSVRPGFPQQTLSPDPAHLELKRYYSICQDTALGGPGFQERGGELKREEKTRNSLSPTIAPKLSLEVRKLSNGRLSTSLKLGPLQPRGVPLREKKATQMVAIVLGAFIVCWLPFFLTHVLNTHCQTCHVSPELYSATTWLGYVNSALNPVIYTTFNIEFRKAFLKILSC
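Agonist mode: compounds and dopamine controls were applied to plated cells for 90 min at 37 degrees C after an overnight attachment at 1500 cells/well. Luminescent read-out followed 30 - 60 minutes at room temperature with DiscoveRx detection reagent.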
IL-1B inflam inh = inhibitors of inflammasome signaling (IL-1 beta secretion) | AID 743279 | hit rate 4.7% among 360,000 | THP-1 LPS/ATP IL-1B secretion, AlphaLISA, 16 h; hits give low values | activity change, % at 57.5 µM; in the data active = activity change below about -50%; inconclusive = mostly about -30% to -49%; also: % is scaled to controls: 0 for no effect and ±100 for the full control effect
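Secreted IL-1B measured by AlphaLISA bead assay after 16 h compound exposure of THP-1 cells; compounds (final up to 57.5 uM) added 1 h before LPS (250 ng/mL) and ATP (1.25 mM) stimulation; lower signal means less secretion.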
GLP1R ag = GLP-1 receptor (human) agonism; P43220; HEK293 GLP-1R CRE-luciferase, luminescence, 4-6 h; cells express a hypersensitive GLP-1R form; Potency, µM (doses to about 45.6 µM), for inactives: at the top dose activation, actives largely listed as activators; hit rate 0.007% among 380,000; also: potency is read from the fitted curve at half-maximal effect; % of control where 0% means no effect
Target sequence (P43220 whole entry, looked up): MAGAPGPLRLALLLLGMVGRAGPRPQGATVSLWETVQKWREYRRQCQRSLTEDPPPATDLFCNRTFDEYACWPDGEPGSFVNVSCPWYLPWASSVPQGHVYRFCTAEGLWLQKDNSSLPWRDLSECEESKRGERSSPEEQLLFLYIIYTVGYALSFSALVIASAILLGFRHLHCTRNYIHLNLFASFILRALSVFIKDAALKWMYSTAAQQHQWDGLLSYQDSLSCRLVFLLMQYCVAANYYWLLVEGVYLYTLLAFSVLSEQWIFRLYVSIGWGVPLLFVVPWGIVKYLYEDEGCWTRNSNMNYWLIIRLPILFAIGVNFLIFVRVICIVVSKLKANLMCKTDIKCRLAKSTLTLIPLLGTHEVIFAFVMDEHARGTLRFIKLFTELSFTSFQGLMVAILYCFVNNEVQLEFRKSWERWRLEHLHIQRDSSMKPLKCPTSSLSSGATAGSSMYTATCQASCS
DRD3 antagonist = blocks the human D3 dopamine receptor; D3R cells, DiscoveRx beta-arrestin luminescence, antagonist mode; hits give low values; max response, negative = inhibition, %; hit rate 2.5% among 360,000; in the data active = max response below about -50%; inconclusive = no clear call, values can overlap the other calls; also: % is scaled to controls: 0 for no effect and ±100 for the full control effect; mostly tested at two doses, the higher about 12 µM
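Cells expressing the human receptor were seeded at 1500 cells/well, incubated overnight at 37 degrees C in 5% CO2, then exposed to library compounds with dopamine controls for 90 minutes at 37 degrees C before luminescent detection.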
KB-3-1 cytotox = kills parental KB-3-1 adenocarcinoma cells; KB-3-1 viability, CellTiter-Glo ATP luminescence, 72 h; Potency, µM (highest dose often 46.1 µM), for the others: at the highest dose activity change, negative = cytotoxic, actives largely listed as cytotoxic; hit rate 1.4% among 400,000; also: potency is read from the fitted curve at half-maximal effect; % is scaled to controls: 0 for no effect and ±100 for the full control effect; nearly all actives have a fitted effect of over 60% in size
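Multi-concentration cytotoxicity screen in KB-3-1 cells grown in DMEM lacking phenol red with 10% FBS. After 72 h at 37 °C with compound, ATP-dependent luminescence was recorded.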
KB-V1 cytotox = kills drug-selected multidrug resistant KB-V1 cells; KB-V1 MDR cells viability, CellTiter-Glo, 72 h; Potency, µM (top dose mostly 46.1 µM), for inactives: top-dose activity change, negative = cytotoxicity, most hits filed as cytotoxic; hit rate 3.4% among 400,000; AID 1347076; also: potency is read from the fitted curve at half-maximal effect; % is scaled to controls: 0 for no effect and ±100 for the full control effect; nearly all actives have a fitted effect of over 60% in size
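Cytotoxicity toward P-gp-expressing KB-V1 cells was determined as loss of CellTiter-Glo luminescence after 72 h at 37 degrees C. Compounds were tested in quantitative HTS format across a concentration range, with curves fitted to normalized data.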
SW480 rerep = inducers of DNA re-replication in SW480 colon cancer cells | AID 624297 | Potency, µM (highest dose often 46.1 µM), inactives show top-dose re-replication activation, actives largely listed as activators | hit rate 1.8% among 340,000 | SW480 DNA re-replication, Hoechst DNA content imaging, 48 h; also: potency is read from the fitted curve at half-maximal effect; % of control where 0% means no effect; nearly all actives have a fitted effect of over 55% in size
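Compounds, transferred as 23 nL by pin tool, were incubated with cells for 48 hr; DNA content per nucleus was then quantified by Hoechst staining and fluorescence plate imaging.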
HT1080NT lethal = kills 2HG-producing HT-1080-NT fibrosarcoma cells. HT-1080-NT fibrosarcoma viability, CellTiter-Glo ATP luminescence, 48 h. Potency, µM (highest dose often 46.1 µM), inactives show at the highest dose activity, negative = less viability, usual class: cytotoxic. hit rate 1.6% among 360,000. AID 686970;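 also: NT is the 2HG producing partner of a matched IDH1 knockdown line; potency is read from the fitted curve at half-maximal effect; 0% = DMSO-treated cells and -100% = media-only wells without cells; nearly all actives have a fitted effect of over 55% in size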
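Read-out is CellTiter-Glo luminescence after 10 minutes at room temperature, following 48 hours' compound treatment of HT-1080-NT cells (750 cells/well, RPMI, 5% FBS, 37 degrees C).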
HT1080 IDH1KD tx = toxicity to HT-1080 IDH1 knockdown cells (counter line). hit rate 2% among 360,000. Potency, µM (titrated, usually from 46.1 µM), for the others: at the top dose activity, negative = toxicity, most hits filed as cytotoxic. AID 686971. HT-1080 IDH1 knockdown viability, ATP luminescence, 48 h;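 also: potency is read from the fitted curve at half-maximal effect; 0% = DMSO wells and -100% = cell-free medium wells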
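HT-1080-IDH1KD cells (IDH1 knocked down), 750/well in RPMI with 5% FBS, treated with compound 48 h at 37 degrees C. Viability by CellTiter-Glo luminescence, normalised to DMSO and no-cell wells; concentration-response curves classed.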
The depositor's hits bear a star; i = inactive; ? = inconclusive; nt = not tested or not shown; & = joins results of further samples; [ ] = dose if it differs, or a comment. Unless noted, calls follow the shape of the dose curve; as a rule, active = well fitted curve in the direction sought with a large enough effect; inconclusive = small, poorly fitted or top-dose-only effect, or another doubt; inactive = no such curve, though single readings can be large; an effect the other way counts as inactive or inconclusive.

SMILES	D3 ag	IL-1B inflam inh	GLP1R ag	DRD3 antagonist	KB-3-1 cytotox	KB-V1 cytotox	SW480 rerep	HT1080NT lethal	HT1080 IDH1KD tx
CCn1cc(C(=O)N[C@@H](C)C(=O)NCCCO)c(=O)c2cc3c(cc21)OCO3	12	9	8%	6	4%	27%	2%	-1%	0%
Cc1nc(CNC(=O)CC2C(=O)NCCN2Cc2cccc(Oc3ccccc3)c2)cs1 (configuration not stated)	5	-2	17%	4	1%	9%	1%	7%	1%
COC(=O)c1c(NC(=O)C(=O)N2CCCC2)sc2c1CC(C)(C)OC2	-4	5	-1%	18	3%	-2%	-9%	9%	8%
Cc1cccc(N2CCN(c3nc(C)cc(C)c3C#N)CC2C)c1 (configuration not stated)	10	-22	-1%	18	?	-12%	?	1%	3%
C#CCNC(=O)C1=C[C@@H](C(C)(C)C)C[C@@H](OCc2ccc(CO)cc2)O1	-9	39	0%	5	4%	10%	-6%	-7%	0%
O=C(Nc1cccc(-c2nnc(-c3ccccc3)o2)c1)C1CCCCC1	7	-16	1%	4	-3%	-25%	4%	12%	6%
O=C(NCCNCc1cccs1)c1ccccc1F	-6	12	-12%	-19	14%	2%	2%	22%	11%
Cc1ccc(N=C2NC(=O)CS2)cc1	-16	0	1%	0	-3%	?	-1%	-1%	0%
CCOC(=O)c1ccccc1NS(=O)(=O)c1ccc(S(=O)(=O)N2CCCC2)cc1	-26	5	0%	?	-14%	-30%	?	0%	-12%
COc1ccc(C(=O)NOCc2ccccc2)cc1	-7	2	-7%	6	0%	-3%	-12%	18%	5%
O=C(O)C(=O)/C(=C\c1ccsc1)c1ccc2ccccc2n1	-5	15	0%	-8	?	-17%	-2%	?	2%
CCOc1[nH]n(-c2ccc(Cl)cc2)c(=O)c1C=NCC(=O)OC	-3	29	5%	-11	-1%	0%	1%	1%	1%
CCOCC(=O)Nc1nc2c(s1)C(=O)CC(C)(C)C2	-5	-2	-5%	-3	0%	-9%	-2%	5%	0%
Cc1cccc(NC(=O)C2CCN(S(=O)(=O)c3cccc4nsnc34)CC2)n1	0	-24	-1%	6	-18%	-5%	-9%	-4%	-20%
CN(C)c1nc(-c2ccccc2)c2cc(Cl)ccc2n1	4	-5	-3%	7	-1%	13%	15%	0%	-10%
Cc1ccc(-c2nc3cccnc3s2)cc1NS(=O)(=O)c1cccs1	-4	19	-1%	-24	-4%	-14%	-1%	-14%	-9%
Cc1ccnc(SCC(=O)c2cccs2)n1	8	-17	11%	-10	19%	28%	-1%	18%	24%
COc1cccc(N2C(=O)N(CC(=O)NCc3cccc(OC)c3OC)c3ccccc3S2(=O)=O)c1	7	nt	-1%	nt	-1%	-7%	nt	nt	nt
CCC(C)n1c(SCC(=O)NC2CC2)nc2ccccc2c1=O (configuration not stated)	-6	0	-1%	0	-10%	-19%	nt	-7%	-6%
CCn1c(=O)c(C(=O)NCc2ccc(OC)c(OC)c2)c(O)c2ccccc21	10	12	-3%	?	0%	0%	-3%	2%	-1%
N#C/C(C(=O)N1CCOCC1)=C1/SC(Cc2ccccc2)C(=O)N1c1ccccc1 (configuration not stated)	-4	-4	0%	-51*	6%	10%	-3%	12%	14%
CCCc1cc(C(=O)Nc2cccc(Cl)c2)no1	-11	-13	9%	?	-3%	-4%	-15%	-8%	2%
O=C1CC2(CCN(S(=O)(=O)c3ccccc3F)CC2)Oc2ccccc21	-4	-25	-8%	-25	9%	?	1%	12%	12%
COc1ccc(C(=O)NC2CCSc3ccccc32)cc1F (configuration not stated)	3	10	12%	8	19%	-29%	-6%	-1%	-2%
COc1cc(C(=O)OC(C)CN2CCOCC2)cc(OC)c1OC (configuration not stated)	1&-2	5&27	-8%&-8%	-3&-12	12%&11%	21%&-24%	-4%&-18%	-1%&1%	7%&-2%
Cc1cc(NC(=O)CCC(=O)N(Cc2ccco2)C(C(=O)NC2CCCC2)c2ccccc2)no1 (configuration not stated)	1	-2	4%	8	0%	10%	-4%	10%	6%
CS(=O)(=O)c1ccc(Cl)c(NC(=O)CN2CCCC2c2ccc3c(c2)OCCCO3)c1 (configuration not stated)	-7	3	9%	0	-7%	-2%	0%	-2%	-9%
O=C(Nc1ccc(Br)cc1F)C1CCCO1 (configuration not stated)	1	?	-4%	24	9%	16%	-12%	?	20%
CN1CCN(c2ccc(S(=O)(=O)N3CCOCC3)cc2NC(=O)CSCc2ccccc2)CC1	-5	?	7%	-8	?	12%	-11%	-7%	0%
Cc1ccc(OCCCN2CCOCC2)cc1	-17	1	-4%	?	16%	-16%	-2%	4%	11%

Part of the list above in a different format.
Values run as follows: D3 ag, IL-1B inflam inh, GLP1R ag, DRD3 antagonist, KB-3-1 cytotox, KB-V1 cytotox, SW480 rerep, HT1080NT lethal, HT1080 IDH1KD tx
COc1cc(C(=O)OC(C)CN2CCOCC2)cc(OC)c1OC (configuration not stated)
    1&-2, 5&27, -8%&-8%, -3&-12, 12%&11%, 21%&-24%, -4%&-18%, -1%&1%, 7%&-2%
Cc1cc(NC(=O)CCC(=O)N(Cc2ccco2)C(C(=O)NC2CCCC2)c2ccccc2)no1 (configuration not stated)
    1, -2, 4%, 8, 0%, 10%, -4%, 10%, 6%
CS(=O)(=O)c1ccc(Cl)c(NC(=O)CN2CCCC2c2ccc3c(c2)OCCCO3)c1 (configuration not stated)
    -7, 3, 9%, 0, -7%, -2%, 0%, -2%, -9%

(further entries)
SMILES	D3 ag	IL-1B inflam inh	GLP1R ag	DRD3 antagonist	KB-3-1 cytotox	KB-V1 cytotox	SW480 rerep	HT1080NT lethal	HT1080 IDH1KD tx
Cc1nc(CC(=O)c2c(C)cc(O)cc2O)cs1	-7	-19	-3%	-10	21µM*	21µM*	1%	-15%	-25%
Cc1c(C(=O)NC2CCCc3ccccc32)oc2ccccc12 (configuration not stated)	-3	-6	14%	?	-24%	?	4%	-30%	?
COc1ccccc1OCC(=O)NCCNC(=O)COc1ccccc1OC	3	7	2%	3	6%	-18%	-5%	-5%	7%
COc1cc(CN2C[C@@H](CO)O[C@@H](n3cnc4c(NCC(C)C)ncnc43)C2)cc(OC)c1OC	7	13	2%	8	0%	4%	nt	3%	0%
CC(C)(C)C1CCC(=NNC(=O)c2cc3c(s2)CCCC3)CC1 (configuration not stated)	-18	1	3%	7	-2%	-30%	-4%	-3%	-10%
COCCCNC(=O)Nc1ccc(F)cc1F	4	23	-10%	2	-2%	?	-6%	1%	-1%
COc1cc(/C=C2\SC(=S)N(NC(=O)c3cccnc3)C2=O)ccc1O	-1	-5	0%	-19	18%	-5%	-6%	-6%	0%
Cc1ccc(NC(=O)Cc2nnc(N)s2)cc1	9	-1	7%	7	1%	12%	0%	-2%	-16%
CCN(CCCNC(=O)CNC(=O)c1nn(-c2ccc(OC)cc2)c(=O)c2ccccc12)c1cccc(C)c1	3	-25	11%	15	2%	14%	5%	-14%	-14%
COc1ccc(O)c(-c2cc(-c3cccc(Br)c3)n[nH]2)c1	-5	-6	-24%	0	-4%	?	-19%[9.22 µM]	?	?
CCN(CC)S(=O)(=O)c1cc(C(=O)OCC(=O)c2ccc3c(c2)NC(=O)CO3)ccc1F	3	10	0%	-20	0%	15%	-8%	-1%	-3%
Cc1ccc(S(=O)(=O)N2CCC(C(=O)N3CCN(Cc4ccccc4)CC3)CC2)cc1	-8	7	-5%	?	5%	?	-3%	-2%	-1%
CCN(c1ccccc1)S(=O)(=O)c1ccc(OC)c(N=N/C(C(=O)Nc2ccccc2)=C(/C)O)c1	-4	5	-1%	-3	2%	-1%	0%	8%	0%
Cc1cc(C)n(-c2ccc(NC(=O)C3CCCCN3C(=O)c3sccc3C)cc2)n1 (configuration not stated)	-7	i	2%	-2	?	?	?	-3%	16%
COc1ccc2c(c1)CCc1cc(C(=O)O)sc1-2	5	-3	1%	-5	1%	-1%	-7%	-6%	0%
O=C(NCC1CCCO1)c1ccccn1 (configuration not stated)	-7	13	12%	16	-1%	29%	-1%	5%	6%
C=CCn1cnc2c(sc3nc(C)cc(C)c32)c1=O	0	-7	3%	6	2%	?	9%	13%	12%
Cc1ccc(OCC(=O)Oc2cccc(C)c2C)cc1	5	0	0%	2	1%	-3%	0%	-5%	-2%
CCC(C)[C@@H](NC(=O)OC(C)(C)C)c1nnc(S(=O)(=O)Cc2cccc(C)c2)o1 (some centres not stated)	-26	-116*	-31%[inhibitor]	-54*	-12%	-16%	?	18µM*	-21%[9.24 µM]
COc1ccc(S(=O)(=O)N2CCC(C(=O)Nc3ccccc3N3CCCCC3)CC2)cc1OC	0	0	2%	-6	2%	?	15%	-5%	1%
CCCCN(CCCC)S(=O)(=O)c1ccc(NC(=O)c2cccs2)cc1	-34	-85*	4%	-2	?	?	?	?	?
CCCn1c(SCC(=O)Nc2ccc(Cl)cn2)nnc1C1CC1	-1	18	-2%	0	10%	0%	-12%	23%	14%
CCOC(=O)C(NC(=O)CCl)(Nc1sc(C)c(CC)c1C#N)C(F)(F)F (configuration not stated)	2	-107*	3%	-4	-12%	?	16µM*	?	-24%
O=C(CN1C(=O)NC2(CCCC2)C1=O)N1CCN(S(=O)(=O)c2ccccc2[N+](=O)[O-])CC1	1	-8	-8%	0	3%	0%	-37%	3%	9%
O=C(O)CC1C(=O)NCCN1CCCc1ccccc1 (configuration not stated)	2	10	10%	-2	?	?	1%	4%	1%
O=C1NC2(CCCCC2)CO1	25	45	0%	36	15%	21%	-2%	20%	14%
CCc1ccc(NC(=O)Cn2cnc([N+](=O)[O-])c2)cc1	4	67	-3%	18	-5%	-16%	2%	3%	6%
O=c1c2c3nc4ccccc4nc3n(CCN3CCOCC3)c2ncn1CCN1CCOCC1	-4	?	8%	7	5%	-8%	3%	14%	14%
O=C(NC1=NCCS1)c1ccccc1OCc1ccccc1Cl	-2	0	-8%	-9	-1%	-13%	11%	-7%	-4%
CCC(C)(C)NC(=O)C(C(C)C)N(CC1CCCO1)C(=O)CNS(=O)(=O)c1ccccc1 (configuration not stated)	5	25	2%	4	6%	-2%	-10%	14%	19%

Assay outcomes (PubChem)
